GDH-TPI inh – inhibits GDH-TPI coupling enzymes, artifact for Mtb FBA screen. GDH-TPI coupled enzyme counterscreen, NADH absorbance. AID 588335. inhibition, % at 4.8 µM. 360,000 compounds, 1.2% hits; in the data active = inhibition above about 30%;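 note: 0% = DMSO wells and 100% = wells lacking the enzyme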
Mtb BioA inh – blocks M. tuberculosis BioA enzyme activity. purified M. tuberculosis BioA enzyme, plate reader. inhibition, % at 9.99 µM. 360,000 compounds, 0.096% hits. AID 602481; in the data active = inhibition above about 40%; inconclusive = no clear call, values can overlap the other calls
Mtb UGM inh – inhibitors of M. tuberculosis UDP-galactopyranose mutase | P9WIQ1 | purified UGM, fluorescence polarization probe displacement | inhibition, % at 10 µM | 320,000 compounds, 0.06% hits; in the data active = inhibition above about 10%, passing the limit was not always enough; inconclusive = no clear call, values can overlap the other calls
Target sequence (P9WIQ1 whole entry, looked up): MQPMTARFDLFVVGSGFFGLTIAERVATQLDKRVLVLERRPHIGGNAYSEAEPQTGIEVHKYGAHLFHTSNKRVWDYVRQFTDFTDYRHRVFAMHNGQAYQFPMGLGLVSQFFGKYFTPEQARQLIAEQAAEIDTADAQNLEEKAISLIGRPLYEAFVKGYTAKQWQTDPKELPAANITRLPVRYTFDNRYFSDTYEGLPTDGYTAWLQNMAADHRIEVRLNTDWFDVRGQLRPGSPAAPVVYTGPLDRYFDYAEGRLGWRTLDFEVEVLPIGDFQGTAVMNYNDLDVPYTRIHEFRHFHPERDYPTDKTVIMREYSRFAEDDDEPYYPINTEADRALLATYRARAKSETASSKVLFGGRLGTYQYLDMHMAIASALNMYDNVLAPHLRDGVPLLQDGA
TcdB GH inh – blocks C. difficile toxin B glycohydrolase activity; TcdB glycohydrolase enzymatic assay, plate reader; inhibition, % at 9.99 µM; P18177; AID 652162; 350,000 compounds, 0.24% hits; in the data active = inhibition above about 10%
FadD28 FP inh – blocks FadD28 binding to the bisubstrate probe; fluorescence polarization; inhibition, % at 12.5 µM; 360,000 compounds, 0.22% hits; AID 588549; in the data active = inhibition above about 8.5%, passing the limit was not always enough; inconclusive = no clear call, values can overlap the other calls
Vc quorum ag – inducers of Vibrio cholerae quorum light production without autoinducers. V. cholerae BH1578 lux reporter, luminescence, 6 h. activation, % at 18.7 µM. 350,000 compounds, 0.16% hits; in the data active = activation mostly above about 9.7%, no sharp cut-off; inconclusive = no clear call, values can overlap the other calls; inactive = mostly below about 3.7%; note: not every result past the cut was called active; inactives centre near 0; reference of the scale not given here
Y pestis TopoI – blocks Yersinia pestis topoisomerase I activity; AID 504884; Y. pestis Topo-I cleavage product accumulation, plate reader; 360,000 compounds, 0.064% hits; activity, % at 10 µM; in the data active = activity above about 50%, passing the limit was not always enough; inconclusive = no clear call, values can overlap the other calls; note: inactives centre near 2
PfHsp40 yeast – restores yeast growth despite PfHsp40 toxicity; S. cerevisiae expressing PfHsp40, growth rescue, ATP luminescence; growth rescue, % at 12.5 µM; 340,000 compounds, 0.68% hits; AID 504582; in the data active = growth rescue above about 28%, passing the limit was not always enough; inconclusive = no clear call, values can overlap the other calls;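 note: yeast W303a lacking pdr1 and pdr3 grown in galactose medium; growth measured after three days at 30 °C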
FBA Mtb inh – inhibitors of M. tuberculosis fructose-bisphosphate aldolase | P9WQA3 | purified M. tuberculosis FBA, fluorescence read-out | inhibition, % at 1 µM | 360,000 compounds, 2.3% hits | AID 588726; in the data active = inhibition above about 27%;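 note: 0% = vehicle and 100% = reference inhibitor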
Target sequence (P9WQA3 whole entry, looked up): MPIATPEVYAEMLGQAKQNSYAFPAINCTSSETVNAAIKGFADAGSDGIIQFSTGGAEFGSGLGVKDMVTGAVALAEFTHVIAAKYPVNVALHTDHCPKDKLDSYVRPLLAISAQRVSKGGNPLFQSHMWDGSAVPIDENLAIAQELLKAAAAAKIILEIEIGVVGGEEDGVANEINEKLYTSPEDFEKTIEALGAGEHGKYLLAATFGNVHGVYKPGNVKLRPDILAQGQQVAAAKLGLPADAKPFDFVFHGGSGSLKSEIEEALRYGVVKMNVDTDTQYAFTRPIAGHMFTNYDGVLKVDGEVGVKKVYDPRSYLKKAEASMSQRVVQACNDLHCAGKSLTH
Numbers without * were called inactive; i = inactive; ? = inconclusive; . = no result given; + = active, no number; & = joins results of further samples; ! = not active in a repeat.

SMILES	GDH-TPI inh	Mtb BioA inh	Mtb UGM inh	TcdB GH inh	FadD28 FP inh	Vc quorum ag	Y pestis TopoI	PfHsp40 yeast	FBA Mtb inh
CC(C)CNC(=O)N1c2ccccc2Sc2ccccc21	-3	.	-1.2	1.3	-3.6	-0.4	1	0.3	3
Cc1ccc(C(C)(C)NC(=O)C2CCC(=O)N(CC3CCCCC3)C2)cc1 (configuration not stated)	0	-0.5	-1.2	0.2	-2.6	1.3	11	-0.4	2
C[C@@H]1CN([C@@H](C)CO)C(=O)CCCn2nncc2CO[C@H]1CN(C)Cc1cccc(C(F)(F)F)c1	-3	-2.5&-0.4&-1.2	.	-6.2&-12&0.5	0.7	-0.4	-9	.	0
O=C(Nc1ccc(Cl)c(Cl)c1)NC1CCS(=O)(=O)C1 (configuration not stated)	-1	4.5	0.5	1.0	-4.4	-0.2	0	0.1	0
O=C(CCC(=O)c1ccc(Cl)cc1)NCc1ccccc1	-6	-0.4	0.0	-0.4	-1.2	i	5	-0.1	-1
CC[C@H](C)C(=O)O[C@H]1C[C@@H](C)C=C2C=C[C@H](C)[C@H](CC[C@@H]3C[C@@H](O)CC(=O)O3)[C@H]21	7&0	-0.3&0.8	1.0&3.2	0.9&0.7	0.0&-4.4	-0.4	41&25	69*!	1&-4
CC1CN(C(NC(=O)C(C)(C)C)C(Cl)(Cl)Cl)CC(C)O1 (configuration not stated)	-5	-1.0	-1.8	.	-3.5	6.7	3	0.0	4
COc1ccc(OC)c(NC(=O)COc2ccc3c(c2)CCC3)c1	-4	-1.2	0.4	0.7	-2.0	-5.7	39	5.1	0
CC(C)CN(C(=O)Cn1c(Cl)nc2c1c(=O)n(C)c(=O)n2C)C1CCS(=O)(=O)C1 (configuration not stated)	-4	-0.6	-0.9	-2.3	-3.9	-0.3	2	-1.7	-1
Cc1ccccc1N=CC1=C(O)c2ccccc2C1=O	46*	.	-3.8	0.8	-0.8	-0.3	-5	0.0	-4
Cc1cc(C)n(CC(O)COc2ccccc2[N+](=O)[O-])n1 (configuration not stated)	3	.	1.3	.	-3.4	-0.3	-2	-0.7	0
CCCCN(C)C(=O)c1ccc(Nc2nc(C(N)Cc3ccccc3)cs2)nc1 (configuration not stated)	9	-0.4	.	1.4	-5.2	-0.7	-5	.	0
Cc1ccn2cc(CCNS(=O)(=O)c3ccc(F)c(C(F)(F)F)c3)nc2c1	-8	0.7	1.3	0.3	.	1.8	-2	0.3	5
CC(=O)c1cccc(OCc2cc(C(=O)NC(C)Cc3cccnc3)no2)c1 (configuration not stated)	8	-0.6	-1.1	0.7	1.6	0.0	7	-0.2	0
O=C(CC1CC2CCC1C2)NC1CCCCCCC1 (configuration not stated)	1	-0.9	-4.0	-4.5	-1.7	i	-3	-1.0	0
COc1cccc(CNC(=O)C2CCN(C(=O)N(C)C)CC2)c1	9	-1.6	-2.2	.	-2.0	-5.0	-1	-2.0	1
O=C(COC(=O)CNC(=O)c1ccc(Cl)cc1)Nc1ccc2c(c1)OCCO2	10	.	-4.4	.	-0.5	i	-4	0.3	1
Cc1ccc(C)c(S(=O)(=O)N2CCCC2CNC(=O)C(=O)NCCc2ccccc2)c1 (configuration not stated)	4	-1.4	-1.0	1.0	-3.3	i	16	-1.3	2
Cc1n[nH]c(C)c1S(=O)(=O)N1CCCC(C(=O)Nc2nccs2)C1 (configuration not stated)	4	-1.8	-0.4	.	-1.3	i	0	0.3	5
Cc1cc(C(=O)N2CCCC(N3CCN(c4ccc(F)cc4)CC3)C2)c(C)o1 (configuration not stated)	8	-0.3	0.1	-0.3	0.1	i	19	0.9	0
Cc1cc(NC(=O)CSc2nnc(-c3ccco3)n2C)no1	7	1.2	-4.8	2.6	-1.9	i	3	-0.6	-1
Cc1cc(=O)oc2cc3c(cc12)OCCO3	8	.	0.2	.	-0.1	-0.2	1	-0.5	62*
O=C(NCC(=O)N1CCN(S(=O)(=O)c2cccc(F)c2)CC1)c1ccc(Br)o1	3	.	.	1.8	-3.3	i	-4	-2.3	1
CC#CC[N+](C)(C)CC(=O)c1ccccc1	1	-1.0	-0.3	0.3	-0.5	-0.3	-6	-1.3	5

Reprinted from the part before: 4 entries; new compounds follow.
SMILES	GDH-TPI inh	Mtb BioA inh	Mtb UGM inh	TcdB GH inh	FadD28 FP inh	Vc quorum ag	Y pestis TopoI	PfHsp40 yeast	FBA Mtb inh
Cc1cc(NC(=O)CSc2nnc(-c3ccco3)n2C)no1	7	1.2	-4.8	2.6	-1.9	i	3	-0.6	-1
Cc1cc(=O)oc2cc3c(cc12)OCCO3	8	.	0.2	.	-0.1	-0.2	1	-0.5	62*
O=C(NCC(=O)N1CCN(S(=O)(=O)c2cccc(F)c2)CC1)c1ccc(Br)o1	3	.	.	1.8	-3.3	i	-4	-2.3	1
CC#CC[N+](C)(C)CC(=O)c1ccccc1	1	-1.0	-0.3	0.3	-0.5	-0.3	-6	-1.3	5
Fc1ccccc1Cc1noc(CN2CCC(OCc3cccnc3)CC2)n1	-1	0.5	-2.1	0.6	-5.5	-0.9	6	-0.8	0
Cc1ccc(CN2C(=O)N/C(=C\c3ccc(-c4ccc(C(=O)O)cc4C)o3)C2=O)cc1	19	-0.1	0.5	-0.3	-1.5	i	0	0.3	10
CC1CCCC(C)N1C(=O)Cn1cc(C#N)c2ccccc21 (configuration not stated)	-1	.	-0.2	2.3	-3.3	0.2	-7	0.0	2
CC(NC(=O)C(C)N1CCN(S(=O)(=O)c2ccccc2)CC1)c1ccccc1 (configuration not stated)	12	0.0	2.8	4.6	-0.2	i	-6	-1.0	1
Fc1ccc(CSc2nnc(-c3ccco3)o2)cc1	9	.	0.8	0.5	-0.8	i	4	0.7	2
Cc1ccc2nc(N(CCCN(C)C)C(=O)c3ccc(S(=O)(=O)N(C)C)cc3)sc2c1	4	.	1.2	.	-1.8	-0.3	-1	2.1	-3
CC(=O)Nc1ccc(S(=O)(=O)N2CCN(c3cc(C)nc4ccccc34)CC2)cc1	3	4.6	0.1	.	-3.1	i	-2	-1.7	2
COC(=O)c1sc(NC(=O)CCCn2nc([N+](=O)[O-])cc2C)c(C(=O)OC)c1C	4	-1.7	0.7	.	-0.9	-0.4	-1	-0.7	1
O=C(Nc1ccccc1C(=O)NC1CCCC1)NC1CCCC1	-6	-0.3	0.0	.	-4.3	-0.3	3	-0.2	-4
COc1ccc(C)cc1Nc1n[n+](-c2ccccc2)c(-c2c(OC)ccc3ccccc23)s1	1	-0.2	-0.8	6.0	-8.4	-0.8	3	-0.7	-2
Nc1cc(C(=O)OCC(=O)Nc2cccc(S(=O)(=O)N3CCOCC3)c2)ccc1Cl	0	7.8	1.4	-0.4	-3.4	i	-7	0.6	5
CC(=O)Nc1cc(C(F)(F)F)ccc1OCC1CCCO1 (configuration not stated)	-7	-2.8	0.3	.	-0.5	-1.0	-4	0.6	-2
O=C(CSc1nnc(-c2cccs2)n1CC1CCCO1)N1CCCC1 (configuration not stated)	3	-1.8	-2.0	-0.2	0.0	-0.4	-1	0.6	0
Cc1cc(NC(=O)CSc2nccn2-c2ccc(Cl)cc2)no1	-4	1.2	0.2	.	-2.4	-0.3	1	1.0	-1
COC(=O)c1ccc(C(=O)Nc2cc(Cl)ccc2Cl)cc1NC(=O)c1ccc(N(C)C)cc1	14	-1.4	-1.0	1.7	0.3	-1.0	6	-0.1	2
CCOc1nonc1C(=N)/C(C(C)=O)=C(\C)O	-2	0.4	2.8	.	-1.4	i	1	-1.7	0
CCCc1cc(C(=O)Nc2cccnc2Cl)no1	2	-2.5	1.4	.	-0.5	-2.9	7	1.1	0
Cc1ccc(-c2cn3cccnc3n2)cc1NC(=O)c1ccc(Br)o1	41*	8.4	0.9	.	-0.3	i	-3	0.3	+
Cc1cc(C(F)F)n2nc(C(=O)Nc3cccnc3Cl)nc2n1	-12	10	0.5	.	-2.9	.	4	0.4	-1
O=C(CCN1C(=O)/C(=C/c2cccs2)SC1=S)NNC(=O)c1cccc(O)c1	-1	.	3.8	0.1	1.7	-3.2	6	0.6	-10
Cc1ccc(-n2nc(C)c3c2OC(N)=C(C#N)C3c2ccoc2)cc1 (configuration not stated)	0	-2.3	-3.4	.	-2.3	-0.2	-2	-1.1	2
Cc1noc(C)c1C(=O)N1CCC1(C)C(=O)NS(=O)(=O)c1ccc(Br)cc1 (configuration not stated)	-6	-1.3	.	2.6	-3.3	i	-4	.	-2
CC(C)(C)OC(=O)NCc1ccc(NC(=O)c2nc[nH]c2C(=O)N[C@@H](Cc2ccccc2)C(=O)OCc2ccccc2)cc1	19	-0.7	-0.9	-0.2	-2.0	-2.2	11	-0.6	-1
O=C(O)c1ccc(N/N=C/c2cccc3nccnc23)cc1	46*	0.4	1.3	-0.8	0.7	i	-7	1.4	-4
CC(C)c1ccc(NC2CCCN(C(=O)C3=NN(C)C(=O)CC3)C2)cc1 (configuration not stated)	1	-1.4	-0.2	0.1	-2.7	-0.2	-7	0.5	-4
COc1ccc(NC(=S)N2CCN(c3ccc([N+](=O)[O-])cc3)CC2)cc1OC	10	.	0.4	2.5	-0.3	-0.4	10	2.3	-7
COc1ccc(C(=O)OCC(=O)Nc2ccccc2)cc1[N+](=O)[O-]	0	.	0.2	0.8	-0.6	-0.4	2	-0.4	-1
Cc1ccc(CNC(=O)Cn2ccc3ccccc3c2=O)o1	10	-1.1	0.4	.	1.1	i	4	-1.2	4
Cn1c(=O)c2c(ncn2CC(=O)NC2CCCCC2)n(C)c1=O	-1	-1.5	3.7	0.5	-1.5	-7.7	2	0.4	0
Cc1nc2ccccc2n1CSc1ccccc1	3	.	.	1.7	-0.2	0.4	14	2.9	0
CC1=C(C(=O)Nc2ccc(C)cc2)C(c2cccs2)NC(=S)N1 (configuration not stated)	2	.	2.7	0.1	-3.2	-0.4	2	6.4	2
Cc1[nH]c2ccccc2c1C(=O)CN1CCC2(CC1)OCCO2	-1	0.4	-3.8	.	-3.7	i	-7	?	0
Cc1occc1C(=O)N1CCCC(N2CCN(c3cccc(C(F)(F)F)c3)CC2)C1 (configuration not stated)	7	1.3	-0.6	-0.1	-1.3	i	15	-1.6	5
COc1ccc(C=C2SC(=S)NC2=O)cc1	22	0.2	.	-5.7	0.5	i	-4	0.4	-1
O=C(NC(c1ccccc1)c1ccc2ccccc2n1)C1CCN(Cc2ccc(Oc3ccccc3)cc2)CC1 (configuration not stated)	3	0.9	.	1.8	-5.0	1.2	19	.	0
Cc1c(OCC(=O)NC2CCN(Cc3ccccc3)CC2)ccc2c3c(c(=O)oc12)CCC3	5	-1.2	-6.0	-0.8	-0.4	-0.7	-1	-0.4	10
CCC1(c2ccccc2)C(=O)N(C)C(=O)N(C)C1=O	3	-3.8	0.7	.	-0.7	2.0	0	-1.1	2
Cc1ccc(OCCNC(=O)c2cccc(C)c2)cc1	9	-0.5	3.9	-0.5	-0.2	+	13	-1.1	4
CC(=O)NC(CC(=O)OCc1ccc([N+](=O)[O-])cc1)c1ccccc1 (configuration not stated)	6	4.5	-1.4	-0.9	-1.7	0.4	-1	4.5	4
COc1ccc(C(=O)N(C)Cc2ccccn2)cc1OC1CCN(C(C)C)CC1	-5	-0.1	0.8	1.5	-3.3	0.6	3	-0.7	1
O=C(Nc1cccc2ccccc12)NC1CCCc2ccccc21 (configuration not stated)	5	0.5	0.1	.	-1.9	i	-3	-0.2	4
COc1ccc(C(=O)NC(=O)COC(=O)c2ccc(C)o2)cc1	7	-5.6	-3.1	-1.6	-0.9	i	-10	0.1	4
COc1cc(OC)cc(C(=O)NCCC(=O)NCCc2ccc(OC)c(OC)c2)c1	-8	.	-1.6	.	-4.6	-1.0	-2	-0.2	0
